CCT chaperon mod – modulators of cytosolic chaperonin (CCT/TRiC) activity; purified chaperonin ATPase assay, HTRF ADP detection, 30 min; actives 0.3% (n = 360,000); activity change, % (no concentration beside the values), hits read low; in the data active = activity change below about -30%; note: % is set by controls: 0 for no effect and ±100 for the full control effect
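Nucleotide hydrolysis assay: TRiC at 20–40 nM final (set by batch activity) with 10 uM ATP, 30 min at 37 °C, in presence of 76 uM compound. Detection by competitive ADP HTRF, 30 min ambient.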
HepG2 viability – counter-screen for TGF-b inhibitors: cytotoxicity in HepG2 cells; actives 0.76% (n = 410,000); HepG2 CAGA-GFP viability, ATP luminescence, 18 h; Potency, µM (series often up to 46.1 µM), inactives show at the highest dose activity change, negative = cytotoxicity, actives largely listed as cytotoxic; note: potency is the fitted concentration of half-maximal effect; some results filed as inactive show a strong effect at the top dose
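CellTiter-Glo luminescence gave cytotoxicity after 18 hours at 37 degrees C. The cells were HepG2 CAGA-GFP in 1% FBS DMEM, stimulated with 500 pg/mL TGF-beta after compound addition. %Activity was normalised to no-cell wells (complete cell-killing) and DMSO (no toxicity), and curves were fitted and classified.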
A549 tox – A549 cytotoxicity, counter-screen for Nrf2 inhibitors; AID 504648; actives 0.16% (n = 390,000); A549 ARE-Fluc cells, CellTiter-Fluor viability, 18-24 h; Potency, µM (titrated, usually from 46 µM), inactives show at the top dose activity change, negative = cytotoxicity, usual class: inhibitors; note: potency is the fitted concentration of half-maximal effect; % is set by controls: 0 for no effect and ±100 for the full control effect
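A549 ARE-Fluc cells in 5% FBS OPTI-MEM, 5000 cells/well, rested 2 h then exposed to compounds in concentration-response for 18-24 h at 37 °C. Viability by CellTiter-Fluor fluorescence (Ex 405/Em 525) after 30 min; luciferase luminescence (BugLite, 15 min, RT) read afterwards.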
Nrf2 block – inhibitors of Nrf2 signaling; actives 2.1% (n = 360,000); Potency, µM (highest dose often 46 µM), inactives show at the highest dose activity change, negative = inhibition, hits mostly inhibitors; A549 ARE-Fluc reporter, luciferase luminescence, 18-24 h; note: potency is the fitted concentration of half-maximal effect; % is set by controls: 0 for no effect and ±100 for the full control effect; nearly all actives have a fitted effect of over 60% in size
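Reporter: ARE-Fluc in A549. Exposure: 18-24 h, 37 °C, 5% CO2, 5% FBS OPTI-MEM. Readouts: fluorescent cytotoxicity (CellTiter-Fluor), then luminescent Nrf2 signal after BugLite.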
MmCpn inh – blocks the Methanococcus maripaludis chaperonin Mm-Cpn; purified Mm-Cpn ATPase, ADP Transcreener TR-FRET; Potency, µM (titrated, usually from 76.9 µM), inactives show at the highest dose activity, negative = inhibition, usual class: inhibitors; actives 0.031% (n = 330,000); AID 504842; note: potency is the fitted concentration of half-maximal effect; % is set by controls: 0 for no effect and ±100 for the full control effect; nearly all actives have a fitted effect of over 80% in size
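Purified archaeal Mm-CPN (25nM final) preincubated 10 min at 37degC with compound, then 10uM ATP for 30 min at 37degC; ADP measured by HTRF Transcreener TR-FRET; buffer 30 mM TRIS pH 7.4, 100mM KCl, 5mM MgCl2, 1mM DTT.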
S2 tox – viability counter-screen for ATXN expression inhibitors | Potency, µM (doses to about 56.7 µM), hits mostly cytotoxic | actives 0.49% (n = 400,000) | S2 cells (HEK-293 line with an ATXN2-luciferase reporter) viability, CellTiter-Fluor protease fluorescence, 24 h | AID 651635; note: potency is the fitted concentration of half-maximal effect; nearly all actives have a fitted effect of over 40% in size
TGFb SMAD3 inh – inhibitors of TGF-b signaling; AID 588855; HepG2 CAGA-GFP TGF-b/SMAD3 reporter, GFP fluorescence, 18 h; TGF-beta stimulated, 500 pg/mL final; actives 1.2% (n = 410,000); Potency, µM (series often up to 46.1 µM), for inactives: at the top dose activity, negative = inhibition, usual class: inhibitors; note: potency is the fitted concentration of half-maximal effect; % is set by controls: 0 for no effect and ±100 for the full control effect; nearly all actives have a fitted effect of over 65% in size
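HEPG2 CAGA-GFP cells (1000/well, DMEM with 1% FBS) were pre-incubated 2 h at 37 degrees C, given compound by pin tool, then stimulated with TGF-beta at 500 pg/mL final for 18 h before per-cell GFP fluorescence imaging.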
Nrf2 activator – activators of Nrf2 (ARE) signaling | AREc32 ARE-luciferase reporter (MCF7-derived line), luminescence, 24 h | Potency, µM (titrated, usually from 46.1 µM), inactives show top-dose activation, usual class: activators | actives 0.31% (n = 410,000); note: potency is the fitted concentration of half-maximal effect; % of control where 0% means no effect; nearly all actives have a fitted effect of over 65% in size
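Quantitative high-throughput format: AREc32 reporter cells, 1000 per well, received compound by pin transfer and were incubated 24 hr at 37 deg C, 5% CO2, before Steady-Glo luminescence detection.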
Akt phos inh – blocks phosphorylation of Akt. Neuro2A IGF-stimulated pAkt S473 HTRF, 20 min; stronger effect = lower value. actives 0.32% (n = 360,000). activity change, % for hits at 50 µM. AID 651550; in the data active = activity change below about -80%; inconclusive = mostly about -51% to -80%; note: % is set by controls: 0 for no effect and ±100 for the full control effect
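Neuro2A cells (4,500/well, DMEM with 0.5% FBS) were treated with compound at a single 50 µM final concentration, stimulated with 6 nM IGF for 20 min at 37 °C, and lysed. Phospho-Akt Ser473 was read by HTRF as 665/615 ratio ×10^4.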
* = called active by the depositor; i = inactive; ? = inconclusive; . = no result given; [ ] = dose if it differs, or a comment. Unless noted, calls come from the whole dose curve; as a rule, active = well fitted curve in the direction sought with a large enough effect; inconclusive = small, poorly fitted or top-dose-only effect, or another doubt; inactive = no such curve, though single readings can be large; an effect the other way counts as inactive or inconclusive.

Values run as follows: Akt phos inh, HepG2 viability, CCT chaperon mod, Nrf2 activator, S2 tox, A549 tox, MmCpn inh, Nrf2 block, TGFb SMAD3 inh
CCc1nnc(NC(=O)c2ccc(S(=O)(=O)N(CCOC)CCOC)cc2)o1
→ i, -18.6%, -0.2, 0.1%, i, -4.0%, -5.4%, -4.4%, -17.5%
O=C(CSc1nc2ccccc2[nH]1)Nc1nc(-c2ccc(Br)cc2)cs1
→ i, -1.8%, 2.3, 0.4%, i, 10.7%, -2.2%, -6.2%, 1.1%
CN(CCO)C(=O)c1ccc(-c2nn(C)c(=O)c3ccccc23)cc1
→ i, 0.2%, -1.9, 0.0%, i, -0.4%, -0.8%, -23.9%, -23.6%
CCc1nc2c(s1)CCc1onc(-c3ccc(Cl)cc3)c1-2
→ i, -15.1%, 0.3, 0.3%, i, 16.0%, -0.8%, 25.4%, -0.6%
Fc1ccc(Cc2cn3cc(-c4ccc(Cl)cc4)nc3s2)cc1
→ ., -2.9%, ., 0.4%, ?, -13.8%, ., ?, -1.2%
COc1ccc(S(=O)(=O)N2CC=C(C(=O)NC3CCCC3)CC2)cc1
→ i, 0.6%, 1.3, 0.0%, i, 0.5%, 1.1%, -20.1%, 0.7%
CCN1CCN(C(=O)C(NS(=O)(=O)c2ccc3nc(C)sc3c2)C(C)C)CC1 (configuration not stated)
→ i, 1.1%, -1.5, 0.3%, i, -0.3%, 0.1%, 8.8%, ?
COc1cccc(Cn2c(N)c(C#N)c3nc4ccccc4nc32)c1OC
→ i, -21.3%, -0.5, -0.1%, i, 0.7%, -2.9%, 9.2%, -17.6%
Cc1ccc(S(=O)(=O)N2CCN(C(=O)CCc3nc4ccccc4c(=O)[nH]3)CC2)c(C)c1
→ i, 5.0%, 1.3, -0.5%, i, -4.0%, -5.6%, -21.7%, 3.2%
CCCCN=C1N/C(=C\c2ccco2)C(=O)N1c1ccccc1
→ ., 0.4%, 0.1, ?, i, -15.2%, 2.3%, -5.4%, 0.6%
NS(=O)(=O)OCC1CCCCC1
→ i, 4.6%, -1.5, -1.0%, i, -4.1%, 0.2%, 1.7%, 0.2%
CC(=O)c1ccc(NC(=S)Nc2ccc(Br)c(Cl)c2)cc1
→ i, -33.6%, -1.8, 2.3%, ?, 0.5%, 0.9%, 8.3%, ?
CCn1cc(C(=O)OCC(=O)N(C)C2CCS(=O)(=O)C2)c(=O)c2ccc(C)nc21 (configuration not stated)
→ i, -9.1%, -3.7, -0.4%, i, -2.3%, -2.2%, -2.7%, -5.3%
Cc1ccc(NC(=O)C2=NNC(=O)CC2)cc1F
→ i, -0.1%, -3.3, 0.1%, i, 0.2%, -8.5%, 5.9%, 8.3%
O=C(NCC(c1ccc(F)cc1)N1CCOCC1)c1ccc(Br)o1 (configuration not stated)
→ i, -6.7%, -0.5, 0.1%, i, 0.8%, 2.0%, -8.0%, -6.2%
COc1ccc(-c2nn(-c3ccccc3)cc2C2CC(c3cccs3)=NN2C(=O)CCC(=O)O)cc1 (configuration not stated)
→ i, -41.9%, -1.1, -0.1%, ?, ?, -2.3%, -24.7%, ?
O=C(N=C1SC2CS(=O)(=O)CC2N1c1ccc(Cl)cc1Cl)C1CC1 (configuration not stated)
→ i, 7.7%, 1.2, 0.1%, i, 4.7%, -3.8%, 11.3%, -16.4%
Cc1ccc(C)c(S(=O)(=O)NCCCN2CCOCC2)c1
→ i, 3.3%, -1.1, 3.3%, i, -3.5%, 0.6%, 2.4%, 0.2%
O=C(Cc1ccc(Cl)cc1)Nc1cccc(S(=O)(=O)N2CCCCC2)c1
→ i, -28.7%, 2.2, -0.3%, i, -8.9%, -1.2%, ?, ?
O=C(NCc1ccc(F)cc1)C1CCCN(C(=O)Nc2ccc(F)cc2)C1 (configuration not stated)
→ i, -16.2%, -5.6, 0.3%, i, -15.6%, 0.6%, ?, -9.6%
C[C@@H]1CCCN1[C@H]1CS(=O)(=O)N[C@@H]1COCc1ccccc1
→ i, -26.4%, 2.1, -1.4%, i, ., ., ., -4.5%
Fc1cccc(F)c1-c1nc2c(s1)CCc1onc(-c3ccc(Br)cc3)c1-2
→ i, -5.8%, 0.3, 0.8%, i, -3.3%, ., 1.5%, -0.9%
CCOC(=O)C1=C(C)NC(=O)NC1/C=C/c1ccccc1OC (configuration not stated)
→ i, 3.3%, -0.8, 5.7%, i, 2.0%, -2.6%, -22.4%, -1.7%
Cc1cnc(N)nc1-c1ccccc1
→ i, -20.4%, -1.2, -0.9%, ?, ., ., ., -7.6%
CCCc1c(CC)c(=N)c2ccccc2n1C
→ i, 15.6%, 0.1, -0.7%, i, -2.7%, 5.2%, ?, ?
O=C1c2ccccc2S(=O)(=O)N1CC1CC(c2ccc(Cl)cc2)=NO1 (configuration not stated)
→ i, -10.4%, -1.9, 2.0%, i, -1.3%, -0.4%, ?, 0.0%
Cc1c(CNC2CCCCC2)c(C(=O)O)c(C)n1Cc1ccccc1F
→ ., -0.9%, ., -0.3%, i, -1.1%, ., 0.7%, -8.5%
O=C(CSc1ncccn1)N1CCCCCC1
→ i, -0.7%, 0.8, -0.7%, i, -7.7%, 9.8%, 2.9%, 12.0%
CCCCCn1c(SC(C)C(C)=O)nc2c1c(=O)[nH]c(=O)n2C (configuration not stated)
→ i, -6.5%, -0.6, 6.9%, i, -1.0%, -3.7%, -24.7%, 3.5%
Cc1cccc(N2CC(C(=O)Nc3ccc(S(=O)(=O)N4CCOCC4)cc3)CC2=O)c1C (configuration not stated)
→ i, 5.8%, -2.5, -0.2%, i, 0.1%, 1.1%, -9.3%, -3.0%

Values run as follows: Akt phos inh, HepG2 viability, CCT chaperon mod, Nrf2 activator, S2 tox, A549 tox, MmCpn inh, Nrf2 block, TGFb SMAD3 inh
CCOC(=O)c1sc2ncnc(NCc3ccco3)c2c1C
→ -111.5%*, -16.8%, 1.3, 26.1%, i, 1.9%, -12.3%, ., 17.8%
CC(C)(CNCc1ccccc1)NS(=O)(=O)c1ccc(Cl)cc1
→ i, -18.5%, -1.3, 0.1%, i, 0.0%, 0.0%, -9.3%, ?
C/C=C(\C)C(=O)Nc1cccc(C2=NOC3(C2)C[C@H](C(N)=O)N(C(=O)C(c2ccccc2)c2ccccc2)C3)c1 (some centres not stated)
→ i, -11.8%, 0.0, 3.8%, i, 1.0%, 0.1%, -26.5%, ?
COc1ccc2ccccc2c1/C=N/NC(=O)CC1(C)OCCCO1
→ i, 6.6%, 0.9, ?, i, -0.2%, 1.9%, 3.7%, 13.6%
Cc1ccc(C(=O)c2cn(Cc3cc(C)ccc3C)c3nc(C)ccc3c2=O)cc1
→ ., -36.8%, ., -1.0%, i, -15.2%, ., ?, ?
N#Cc1ccc(CN2CCN(C(=O)CC(NC(=O)c3ccccc3)c3ccccc3)CC2)cc1 (configuration not stated)
→ i, -11.5%, -0.3, 8.9%, i, 1.3%, 2.7%, -1.8%, -8.8%
Cc1ccccc1N(C(=O)CS(=O)CC(=O)Nc1ccc(F)cc1)C(C)C(=O)NC(C)(C)C (configuration not stated)
→ i, -10.6%, -0.3, -0.4%, i, 2.4%, 1.9%, -3.3%, -4.9%
O=C(O)c1ccc(-n2c(-c3cc(C4CC4)[nH]n3)n[nH]c2=S)cc1
→ i, 18.7%, 1.6, -0.8%, i, -6.5%, -1.6%, 4.8%, -1.7%
COc1ccc(NS(=O)(=O)c2ccc3nc(COc4ccc(Cl)c(C)c4)[nH]c3c2)cc1
→ i, -30.6%, 1.3, 10.4%, i, -13.5%, 0.4%, ?, ?
CCN1C(=O)C(C(=O)NC(C)c2ccccc2)C2CC1(C)Oc1ccccc12 (configuration not stated)
→ i, 0.7%, -0.7, -0.8%, i, -9.2%, 1.2%, -13.3%, -33.3%
Cc1ccc(CNC(=O)[C@@H](NC(=O)C2CCN(C(=O)[C@@H](N)CC(C)C)CC2)C(C)C)cc1
→ i, -19.3%, 0.2, 1.6%, i, -4.5%, -1.0%, -10.6%, -19.6%
CCC(C)(C)C(=O)O[C@H]1C[C@@H](C)C=C2C=C[C@H](C)[C@H](CC[C@@H]3C[C@@H](O)CC(=O)O3)[C@H]21
→ i, -39.6%, -0.9, 4.5%, ?, -10.2%, 0.4%, ?, 92.8%[activator]
COc1ccccc1/C=C/CN1CCNC(=O)C1CC(=O)NCCc1cnccn1 (configuration not stated)
→ i, -5.8%, -1.7, 0.8%, i, 0.5%, -1.0%, 5.6%, -0.7%
COc1cc(C(=O)NCc2nnc(SCC(=O)Nc3nc4ccccc4s3)o2)cc(OC)c1OC
→ i, 0.7%, 0.3, 4.8%, i, -2.4%, 2.1%, 8.2%, 1.0%
CC(/C=C/c1ccc2c(c1)OCO2)=N/NC(=O)c1ccncc1
→ i, -49.6%, -3.4, 5.3%, i, 3.2%, 0.3%, -20.1%, -16.4%
N#C/C(=C\C=C\c1ccccc1)c1nc(-c2ccc(Cl)cc2)cs1
→ i, -6.3%, 2.0, 3.6%, i, 1.4%, 0.8%, -0.3%, 23.4%
Cc1cccc(Cn2c(CN3CCC(C(=O)NCc4cccnc4)CC3)cc3ccccc32)c1
→ ., -38.8%, ., 10.7%, ., 2.3%, ., ., ?
COc1ccccc1NC(=O)c1ccc2oc(=O)c(S(=O)(=O)c3ccccc3)cc2c1
→ ., -1.0%, ., ?, i, -6.1%, ., 10.1%, 1.6%
Cc1cccc(C(C)C)c1NC(=O)C1CCCN1S(=O)(=O)c1cccc2nsnc12 (configuration not stated)
→ ., -7.5%, ., -0.2%, i, -17.2%, ., ?, ?

Shown as a hit in Akt phos inh (from the list above):
SMILES	Akt phos inh	CCT chaperon mod	Nrf2 activator	MmCpn inh	TGFb SMAD3 inh
CCOC(=O)c1sc2ncnc(NCc3ccco3)c2c1C	-111.5%*	1.3	26.1%	-12.3%	17.8%

Assay outcomes as filed in PubChem BioAssay.
